Polio RdRp inh: inhibitors of poliovirus RNA polymerase binding and polymerization. AID 588519. poliovirus polymerase elongation, fluorescence polarization; active compounds read low. P03300. 150,000 compounds, 0.66% hits. % elongation, % (compound at 16.7 µg/mL); in the data active = % elongation below about 90%; note: some results filed as inactive read as strong as hits
Target sequence (P03300 1749-2209 limits assumed): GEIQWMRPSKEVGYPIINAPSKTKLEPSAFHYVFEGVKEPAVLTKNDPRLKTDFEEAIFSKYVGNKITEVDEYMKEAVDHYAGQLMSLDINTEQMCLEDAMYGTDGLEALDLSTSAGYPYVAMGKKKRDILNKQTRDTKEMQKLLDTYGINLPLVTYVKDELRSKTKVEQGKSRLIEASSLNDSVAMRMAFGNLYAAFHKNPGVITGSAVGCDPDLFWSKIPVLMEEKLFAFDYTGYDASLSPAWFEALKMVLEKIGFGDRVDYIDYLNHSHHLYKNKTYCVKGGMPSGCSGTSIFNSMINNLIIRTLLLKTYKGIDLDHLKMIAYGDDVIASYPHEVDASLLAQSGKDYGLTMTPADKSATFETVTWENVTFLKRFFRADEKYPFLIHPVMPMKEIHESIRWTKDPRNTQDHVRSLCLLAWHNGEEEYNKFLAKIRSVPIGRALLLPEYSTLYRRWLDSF
Polio RdRp inh FP z-score: second read-out of Polio RdRp inh, no call of its own (marks repeat the call); z-score; measured here: FP z-score; hits read low
An asterisk follows results filed as active. The list is partial (hit frequency here may not be typical).

The opening seven compounds, ahead of the listing:
Order of values: Polio RdRp inh FP z-score	Polio RdRp inh
CC(=O)N(c1ccc(Br)cc1)C1C=CS(=O)(=O)C1 (stereo not given)
    1.2	104
O=C1c2ccccc2C(Nc2ccc(S(=O)(=O)N3CCCCC3)cc2)N1Cc1ccco1 (stereo not given)
    1	103
Cc1ccc(S(=O)(=O)NC(=O)N2CCCN(C(=O)OC(C)(C)C)CC2)cc1
    0.3	106
COCc1c(C(=O)OCC(=O)c2ccc(OC(F)F)cc2)oc2ccccc12
    -0.6	99
CC1(C)NC(=O)NC1=O
    -0.4	100
CN(C(=O)/C=C/C(=O)O)c1ccccc1
    -0.5	94
O=C(O)c1cc(-c2ccccc2)nc2ccccc12
    0.2	102

All compounds of this part, repeating the preview:
Order of values: Polio RdRp inh FP z-score	Polio RdRp inh
CC(=O)N(c1ccc(Br)cc1)C1C=CS(=O)(=O)C1 (stereo not given)
    1.2	104
O=C1c2ccccc2C(Nc2ccc(S(=O)(=O)N3CCCCC3)cc2)N1Cc1ccco1 (stereo not given)
    1	103
Cc1ccc(S(=O)(=O)NC(=O)N2CCCN(C(=O)OC(C)(C)C)CC2)cc1
    0.3	106
COCc1c(C(=O)OCC(=O)c2ccc(OC(F)F)cc2)oc2ccccc12
    -0.6	99
CC1(C)NC(=O)NC1=O
    -0.4	100
CN(C(=O)/C=C/C(=O)O)c1ccccc1
    -0.5	94
O=C(O)c1cc(-c2ccccc2)nc2ccccc12
    0.2	102
COc1ccc(C(N)C2CC2)cc1 (stereo not given)
    0.4	106
CCN(C(C)=O)c1nnc(CSc2nc3ccccc3s2)s1
    1	109
Cn1nc(C(=O)NCc2ccccc2)c2c1-c1ccccc1S(=O)(=O)C2
    -0.1	106
CCOc1ccc(Cn2c(=O)sc3ccccc32)cc1
    0.4	107
CNC(=S)NCCc1ccccc1
    0	104
CC(C)(C)c1ccc(NC(=O)c2ccc(N3C(=O)CSCC3=O)cc2)cc1
    1.4	109
CCCn1c(/C=C/c2ccccc2)nc2ccccc21
    0.4	107
COc1cccc(-c2cc(C(F)(F)F)n3ncc(C(=O)NN4CCN(C)CC4)c3n2)c1
    0	102
COc1ccc(NC(=O)/C(C#N)=N/Nc2cc(C(=O)O)ccc2C)cc1
    -0.2	103
COC(=O)c1c(NC(=O)c2ccc(S(=O)(=O)N3CCCCC3C)cc2)sc2c1CCN(C)C2 (stereo not given)
    -0.6	100
Cc1ccccc1C(=O)NNc1ncnc2c1cnn2-c1cccc(Cl)c1
    -0.7	103
CCc1ccccc1NC(=O)Nc1cc(C(=O)NCc2ccc(C)cc2)ccc1N1CCCC1
    0.7	110
O=C(Cn1ncc2c1-c1ccccc1OC2)NCCN1CCOCC1
    -0.1	100
Cc1ccccc1OCCSc1nc2ccc(NC(=O)c3cccc(F)c3)cc2s1
    0.1	107
N#CC(C(=O)CN1C(=O)S/C(=C\c2cccs2)C1=O)c1ccccn1 (stereo not given)
    -0.4	99
COC(OC)C1Nc2ccccc2C(=O)N1c1cccc(C(F)(F)F)c1 (stereo not given)
    0.2	103
Cc1nc2c(C)nn(-c3ccccc3)c2s1
    -0.1	101
CCN(CC)c1ccc(Nc2ncnc3ccccc23)cc1
    -0.1	100
Cc1noc(C)c1CCC(=O)NC1=NCCS1
    -0.1	102
Fc1cccc(F)c1CN1CC=CCC1
    0.5	104
COc1ccc2nc3oc(C(=O)Nc4cccc(C(F)(F)F)c4)cc3cc2c1
    -0.3	106
COc1ccc(C2NCCc3c2[nH]c2ccc(OC)cc32)cc1 (stereo not given)
    1	102
O=C(CC(NCCc1cc2ccccc2[nH]1)C(=O)O)c1ccc(Br)cc1 (stereo not given)
    -0.4	100
CC1CCCCN1CCCNC(=O)c1sc2ncccc2c1-n1cccc1 (stereo not given)
    0.6	109
CCC(C)(C(=O)NC1CCCCC1)N(Cc1cccs1)C(=O)Cc1cccs1 (stereo not given)
    0.4	102
C(=N\c1nc2ccccc2n1Cc1ccccc1)/c1ccc2c(c1)OCO2
    0	102
Cc1ccc(-n2nc(C(=O)N3CCC(C)CC3)c(=O)n(C)c2=O)cc1
    0.8	110
Cc1ccc(CN(Cc2ccco2)C(=O)c2ccccc2)cc1
    0.6	103
Cc1ccc(C(=O)c2oc3ccccc3c2NC(=O)c2nc(S(C)(=O)=O)ncc2Cl)cc1F
    0.1	116
O=C(O)c1ccc(N2CCCCS2(=O)=O)cc1
    -0.1	102
CCOC(=O)C1CCN(CCC(=O)Nc2ccc(OC)cc2)CC1
    -0.5	102
CC1CN(C)C(c2ccccc2)C(C)C12NC(=O)NC2=O (stereo not given)
    -0.1	100
Cc1cccc(NC(=O)Cn2ncc3c4ccccc4n(Cc4ccccc4)c3c2=O)c1C
    -0.2	107
O=C(Nc1ccc(Nc2ccccc2)cc1)c1cc(=O)c2ccccc2o1
    0.1	102
Cc1ccc(S(=O)(=O)NCC(c2ccc(N(C)C)cc2)N2CCCC2)cc1 (stereo not given)
    -0.1	105
Cc1ccc(C)c(N2CCN(C(=O)c3ccc(-c4nc(COc5ccccc5)c(C)o4)cc3)CC2)c1
    -1.3	100
CCC(=O)N1CCc2cc(Br)cc(S(=O)(=O)Nc3ccccc3C(=O)OC)c21
    0.8	107
CCOCCCNC(=O)C(c1ccc(Cl)cc1)N(Cc1ccc2c(c1)OCO2)C(=O)c1ccc(NC(C)=O)cc1 (stereo not given)
    -0.9	98
O=C1CSCC(=O)N1c1ccc(Cl)cc1
    -2.7	93
COc1ccc(OC)c(-c2cc(C(=O)NC(C)c3ccccc3)no2)c1 (stereo not given)
    0.4	106
O=C(/C=C/c1ccc(Cl)cc1)NCCCn1ccnc1
    0	102
O=C(CN1CCN(c2cccc(Cl)c2)CC1)NCCc1ccccc1
    2.5	107
Cc1cccc(OCc2nnc(-c3ccccc3)o2)c1
    -0.5	105
COc1cccc(CNC(=O)CCn2nc(C)c3c(C)n(-c4ccccc4)nc3c2=O)c1
    -1	103
O=c1c2ccccc2nc(N2CCN(c3cccc(Cl)c3)CC2)n1-c1ccccc1
    0.3	106
COc1ccc(N2CC(NC(=O)c3cccs3)CC2=O)cc1OC (stereo not given)
    0.3	108
N#CC(C(=O)c1ccc(S(=O)(=O)N2CCCCC2)cc1)c1nc2ccccc2c(=O)[nH]1 (stereo not given)
    0.1	102
COc1ccccc1N1CCN(C(=O)c2cc3c(=O)oc4ccccc4c3s2)CC1
    0.2	106
N#CC1=C(N)N(c2sc3c(c2C#N)CCCC3)C2=C(CCC2)C1(C(F)(F)F)C(F)(F)F
    -0.1	103
CC(C)(C)c1ccc(C(=O)N2CCN(CCc3ccccn3)CC2)cc1
    0	106
Cc1ccc(NS(=O)(=O)c2ccc3[nH]c4c(c3c2)CCCC4)c(C)c1
    -0.5	104
N#C/C(=C\c1[nH]c2ccccc2c1O)C(N)=NCCc1ccccc1
    2.5	118
COc1ccccc1-c1cc(C(=O)N2CCCCC2C)no1 (stereo not given)
    0.5	106

As entered above:
`Cc1ccc(-n2nc(C(=O)N3CCC(C)CC3)c(=O)n(C)c2=O)cc1` @ Polio RdRp inh = 110
`Cc1ccc(C(=O)c2oc3ccccc3c2NC(=O)c2nc(S(C)(=O)=O)ncc2Cl)cc1F` @ Polio RdRp inh = 116

New compounds follow.
Order of values: Polio RdRp inh FP z-score	Polio RdRp inh
CCOc1cc2sc(N3CCC(C(=O)Nc4cc(C)cc(C)c4)CC3)nc2cc1Br
    1.1	114
Cc1ccc(NC(=O)CCC(=O)N2Cc3ccccc3Oc3ncccc32)cc1F
    -1.5	101
O=C1CC2CS(=O)(=O)CC2N1c1ccc(Oc2ccccc2)cc1 (stereo not given)
    0.4	105
COC(=O)CSc1nnc(-c2ccccc2)n1C
    0.9	104
CC(C)OCc1cc(CN2CCN(C)CC2)c(O)c2ncccc12
    1.6	106
CC1=Nn2c(Cn3nnc4ccccc43)nnc2SC1
    0	104
CC(C)N(Cc1nc(-c2ccccc2)no1)C(=O)CCN1C(=O)c2ccccc2C1=O
    -0.1	100
O=C(CCCc1ccccc1)NC1CC1
    0.5	107
COc1ccc(-c2c(C)[nH]n3c(=O)c(Cc4ccccc4)c(C)nc23)cc1
    -0.2	102
Cc1cc(Br)ccc1NC(=O)c1cc2c(=O)n(C)c3cc(Cl)ccc3c2s1
    0.3	106
CNC(=O)O/N=C(\N)c1nn(C(=O)NC)cc1Br
    0.4	104
COc1cccc(CN2CCN(C(=O)Nc3cccc(OC)c3)CC2)c1
    0.5	103
COc1ccc(Nc2nc3ccc(Cl)cc3n3cnnc23)c(OC)c1
    -0.2	101
CSc1ncc2c(=O)[nH]ccc2n1
    0.9	103
Cc1ccc(NC(=O)c2nc(S(=O)(=O)Cc3cccc(C)c3)ncc2Cl)cc1
    0.1	107
CC(C)c1ccc(NC(=O)CNS(=O)(=O)c2ccccc2)cc1
    -0.3	99
COc1cccc(NC(=O)N2CCC(n3c(C)nc4cccnc43)CC2)c1
    -1.4	100
COc1ccc(NC(=O)CN(C)S(=O)(=O)c2ccc(-c3ccc(=O)[nH]n3)s2)cc1
    0.9	102
COc1ccc(CNC(=O)c2cn[nH]c2-c2ccc(OC)cc2)cc1
    0.4	104
O=C(NC1CCCCC1)c1ccc(CSc2nc3cccnc3n2Cc2cccc(F)c2)cc1
    0.8	115
CN(C(=O)Nc1ccc2c(c1)OCCO2)C1CCCCC1
    -0.2	99
Cc1nc2nc(SCC(=O)NC3CCC(C)CC3)nn2c(C)c1Cc1ccccc1 (stereo not given)
    -1.3	102
CCCc1cc(NCCc2ccc(OC)cc2)n2ncnc2n1
    -0.1	101
COc1ccc(NC(=O)c2cccs2)cc1OC
    0.2	103
CCOC(=O)CC1CN(C)CCN1C (stereo not given)
    1	105
O=C(OCc1nnc(-c2ccc(Cl)cc2)o1)C1CCN(c2ccc(C(F)(F)F)cn2)CC1
    -0.3	102
CC(C)C(NC(=O)c1cccs1)C(=O)Nc1nc2ccccc2s1 (stereo not given)
    0.1	100
O=C1NCC(O)=C1C=Nc1ccc(C2CCCCC2)cc1
    0.6	105
CCOc1ccc(CN2CCc3nc(N4CCN(c5ccccc5OC)CC4)ncc3C2)cc1OC
    -0.6	102
COc1ccc(OC)c2sc(N3CCN(C(=O)C4CC4)CC3)nc12
    0.3	108
c1ccc(-c2nnc(-c3ccccc3)nn2)cc1
    -0.1	100
CCON1C(=O)NC(c2cc(F)ccc2C)(C(F)(F)F)C1=O (stereo not given)
    -0.3	101
Cc1ccc(NC(=O)Cc2coc3ccc(C(C)C)cc23)cc1
    0	102
COc1cc2c(cc1OC)C(C)N(C(=O)CCN1C(=O)C3C4C=CC(C4)C3C1=O)CC2 (stereo not given)
    0.8	104
COc1ccc(CN(C)CC(O)COC2CCCc3ccccc32)cc1 (stereo not given)
    0.2	104
O=P12CN3CN(CN(C3)C1)C2
    0	101
CN(CC(=O)NC1CCCC1)S(=O)(=O)c1ccc2[nH]c3c(c2c1)CCCC3
    -0.1	101
Fc1cccc(CN2CCc3c([nH]c4ccccc34)C2)c1
    0.6	102
CCOc1ccc(-n2c(Cc3ccccc3)nnc2SCc2nc(-c3cccs3)no2)cc1
    0.1	107
CCSc1nn2c(=O)cc(COc3ccc(CC)cc3)nc2s1
    -0.8	99
Nc1nc(SCC(=O)N2CCNC2=O)nc2sc3c(c12)CCCCC3
    -0.3	100
O=C(NN=C1CCCCC1)c1ccccc1
    -0.2	99
CCC(=O)Nc1ccc(-c2csc(NCCN(CC)CC)n2)cc1
    -0.2	100
COc1ccc(NC(=O)CN(C)C(=O)C2=NN(C3CCS(=O)(=O)C3)C(=O)CC2)cc1 (stereo not given)
    0.2	103
COc1cccc(C2C(C(=O)Nc3ccccc3OC)=C(C)Nc3nc(-c4ccco4)nn32)c1 (stereo not given)
    0.2	106
COC(=O)c1ccc(COC(=O)c2c(-c3ccccc3)noc2C)o1
    0.3	104
Cn1c(SCC#N)nc2c(c1=O)C1(CCCCC1)Cc1ccccc1-2
    0.6	104
CC(=O)OCc1cc(=O)n2oc(C)cc2n1
    -0.7	99
CCCCOc1cccc2c1CCN(C)C2=O
    -0.2	100
O=C(CN1CCCC1c1cccs1)Nc1ccccc1C(=O)NC1CC1 (stereo not given)
    -0.2	102
COC(=O)C1=CN(Cc2ccc(Cl)cc2)C=C(C(=O)OC)C1c1cccs1
    -0.6	97
Cc1cccc2sc(N(Cc3cccnc3)C(=O)Cc3ccccc3)nc12
    -0.7	104
CCOC(=O)c1c(-c2ccccc2)oc2ccc(N(C(C)=O)S(=O)(=O)c3ccc(CC)cc3)cc12
    -0.4	108
COc1cccc(CN2CCN(Cc3ccccc3)CC2)c1
    0	99
CCCS(=O)(=O)c1csc(C(=O)OC)c1NNC(=O)C(C)C
    0.6	104
CC1(C)CC(=O)c2cc(C(=O)N3CC[N+](C)(C)CC3)c(=O)n(-c3ccc(Cl)cc3)c2C1
    -0.4	100
CCOc1cccc(/C=N/c2nnc(SC)s2)c1O
    -1.1	95
COc1cc(NC(=O)c2ccccc2)ccc1NC(=O)c1cc2ccccc2o1
    0.2	107
O=C(O)Cc1csc2nc(-c3ccccc3)cn12
    -0.4	98
COCCOc1cc2nc[nH]c(=O)c2cc1OCCOC
    0.3	103

Compound activity from PubChem BioAssay.
